# IP6K1 inh – blocks human inositol hexakisphosphate kinase 1. activity change, % (series mostly up to about 58 µM). AID 1645851. IP6K1 kinase, ADP-Glo luminescence, 2 h; stronger effect = lower value. 140,000 compounds, 0.81% hits. Q92551; in the data active = activity change below about -25%
# Target sequence (Q92551 whole entry, looked up): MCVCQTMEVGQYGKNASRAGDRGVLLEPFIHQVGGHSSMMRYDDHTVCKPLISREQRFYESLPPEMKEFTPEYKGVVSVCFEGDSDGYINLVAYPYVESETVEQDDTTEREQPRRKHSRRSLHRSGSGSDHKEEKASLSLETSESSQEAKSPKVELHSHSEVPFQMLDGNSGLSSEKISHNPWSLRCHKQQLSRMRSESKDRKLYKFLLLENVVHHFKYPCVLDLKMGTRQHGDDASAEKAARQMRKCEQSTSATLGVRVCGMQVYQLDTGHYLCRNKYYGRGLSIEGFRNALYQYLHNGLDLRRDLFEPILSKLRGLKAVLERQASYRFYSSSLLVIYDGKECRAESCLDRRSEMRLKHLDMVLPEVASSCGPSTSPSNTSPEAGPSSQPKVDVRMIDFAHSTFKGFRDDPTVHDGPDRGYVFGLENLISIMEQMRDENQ
#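 ADP-Glo luminescence measures ADP made by human IP6K1 during a 2 h RT reaction with ATP/IP6 (mix at 1.3 mM/130 uM); top library doses 57.5 and 19.1 uM final.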
# GPT2 inh – inhibitors of human GPT2 alanine aminotransferase; AID 1671188; 100,000 compounds, 0.25% hits; Q8TD30; Recombinant GPT2, coupled pyruvate oxidase/HRP Amplex Red fluorescence; Potency, µM (doses to about 57.7 µM), for inactives: at the highest dose activity change, negative = inhibition, most hits filed as inhibitors; also: potency is read from the fitted curve at half-maximal effect; nearly all actives have a fitted effect of over 60% in size; many of its hits are not listed in these tables
# Target sequence (Q8TD30 whole entry, looked up): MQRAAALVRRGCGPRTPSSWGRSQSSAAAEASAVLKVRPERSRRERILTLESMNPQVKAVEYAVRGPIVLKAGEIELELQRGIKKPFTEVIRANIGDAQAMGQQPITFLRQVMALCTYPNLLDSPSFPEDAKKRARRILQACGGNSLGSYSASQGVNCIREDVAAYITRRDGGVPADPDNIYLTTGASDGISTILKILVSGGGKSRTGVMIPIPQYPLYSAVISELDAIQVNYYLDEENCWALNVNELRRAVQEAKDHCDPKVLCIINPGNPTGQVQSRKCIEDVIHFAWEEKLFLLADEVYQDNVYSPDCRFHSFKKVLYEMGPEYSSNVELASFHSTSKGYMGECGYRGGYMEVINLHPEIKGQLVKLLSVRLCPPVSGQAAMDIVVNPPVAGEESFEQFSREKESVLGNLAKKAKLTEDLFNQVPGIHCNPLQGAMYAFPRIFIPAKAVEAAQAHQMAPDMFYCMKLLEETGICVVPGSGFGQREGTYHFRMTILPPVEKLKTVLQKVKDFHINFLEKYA
#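 Recombinant GPT2 (10ng/uL) with 250uM a-KG and 2mM L-alanine, 30 min at room temperature, in HEPES pH 7.5 buffer. Pyruvate detected by pyruvate oxidase/HRP/Amplex Red fluorescence after 30 min in the dark; AOA (50uM) as positive control.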
# SNCA expr inhib – inhibitors of alpha-synuclein (SNCA) gene expression | HEK-293 SNCA-luciferase knock-in, luminescence, 24 h | Potency, µM (doses to about 57.2 µM), without a hit: at the top dose activity change, negative = inhibition, most hits filed as inhibitors | 140,000 compounds, 0.17% hits | AID 1671194;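 also: potency is read from the fitted curve at half-maximal effect; plate controls were DMSO cells for no effect and cell-free wells for full effect; nearly all actives have a fitted effect of over 45% in size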
# Luciferase inh – Photinus pyralis luciferase inhibition | 76,000 compounds, 2.5% hits | Potency, µM (titrated, usually from 115 µM), without a hit: at the highest dose activity change, negative = inhibition, usual class: inhibitors | purified P. pyralis luciferase, luminescence, biochemical | AID 1347043 | P08659; also: potency is read from the fitted curve at half-maximal effect; nearly all actives have a fitted effect of over 65% in size
#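 Inhibitors were tested against purified firefly luciferase in a biochemical, low-substrate format (both substrates at 10uM) and luminescence measured with a CCD imager.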
# HEK293 tox – HEK 293 cell cytotoxicity | HEK 293 viability, ATP luminescence (CellTiter-Glo), 48-72 h | Potency, µM (titrated, usually from 115 µM), for the others: at the top dose activity change, negative = cytotoxicity, usual class: inhibitors | 94,000 compounds, 6.6% hits; also: potency is read from the fitted curve at half-maximal effect; nearly all actives have a fitted effect of over 60% in size
#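 HEK 293 cells at 250 cells/well were exposed to compounds by pintool transfer for 48 or 72 hr at 37 degree Celsius, 5% CO2. Viability was read as ATP-coupled luminescence with CellTiter-Glo after 10 min at room temperature.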
# SNCA viab count – counter-screen for SNCA expression inhibitors: cell viability. HEK-293-SNCA-luc viability, GF-AFC fluorescence, 24 h. AID 1671193. 150,000 compounds, 0.12% hits. Potency, µM (doses to about 57.1 µM), inactives show at the top dose activity change, negative = cytotoxicity, actives largely listed as cytotoxic;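 also: potency is read from the fitted curve at half-maximal effect; 0% = DMSO-treated cells and -100% = medium-only wells without cells; nearly all actives have a fitted effect of over 30% in size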
#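 HEK-293-SNCA-luc cells (1500/well) plated 24 h, then exposed 24 h to a dilution series; GF-AFC added 30 min at 37C, fluorescence 405/540 nm; normalised to medium-only and DMSO wells, Hill fit.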
# 3T3 cytotox – NIH 3T3 cell cytotoxicity; NIH 3T3 viability, CellTiter-Glo ATP luminescence, 48-72 h; Potency, µM (titrated, usually from 96.7 µM), without a hit: at the highest dose activity change, negative = cytotoxicity, hits mostly inhibitors; 94,000 compounds, 4.3% hits; also: potency is read from the fitted curve at half-maximal effect; nearly all actives have a fitted effect of over 55% in size
#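 Luminescent ATP readout (CellTiter-Glo, 10 min RT) after 48 or 72 hr compound exposure of NIH 3T3 cells seeded at 400 cells/well in 1536-well format; quantitative HTS.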
# The depositor's hits bear a star; i = inactive; ? = inconclusive; nt = not tested or not shown; [ ] = another dose, or the depositor's remark. Unless noted, calls follow the shape of the dose curve; as a rule, active = well fitted curve in the direction sought with a large enough effect; inconclusive = small, poorly fitted or top-dose-only effect, or another doubt; inactive = no such curve, though single readings can be large; an effect the other way counts as inactive or inconclusive. Unless noted, % is scaled to controls: 0 for no effect and ±100 for the full control effect. This is a random part of the collection; 7.8% or so of the library scored in one or more.
molecule	HEK293 tox	GPT2 inh	Luciferase inh	IP6K1 inh	3T3 cytotox	SNCA expr inhib	SNCA viab count
CCOc1cccc(CN2C(=O)C3(CCOCC3)CC2c2nnnn2C(C)(C)C)c1 (centres undefined)	-8%	i	2%	1	-14%	-6%	8%
C#CCn1c(=O)n(-c2cccc(Cl)c2C)c(=O)c2c3c(sc21)CN(C(C)=O)CC3	nt	nt	nt	6	nt	4µM*	-25%
O=[S+]([O-])(c1ccc(Br)cc1)c1nnn2c1nc(NC1CC1)c1ccccc12	2%	i	nt	-8	i	-21%	5%
CCOCCCNC(=O)c1cn(CC)c2ccc(S(=O)(=O)N3CCOCC3)cc2c1=O	nt	nt	nt	-11	nt	-8%	0%
O=C(c1cccc2[nH]ccc12)N1CC[C@@H]2COCCN(Cc3ccncc3)[C@@H]2C1	2%	2%	-4%	0	?	-16%	-3%
COc1ccc(N2CC(C(=O)N(C)C)NC2=O)cc1 (centres undefined)	-13%[172 µM]	i	2%[172 µM]	-10	-1%[138 µM]	-12%[87.6 µM]	7%[87.6 µM]
C=CCNC(=O)N[C@H]1C[C@H]2C(=O)Nc3ccc(-c4cccs4)cc3C(=O)N2C1	?	-10%[88.5 µM]	2%[172 µM]	8	?	-9%[87.6 µM]	-18%[87.6 µM]
CCOc1ccc2nc(S(N)(=O)=O)sc2c1	nt	-4%	nt	-13	nt	77%[25.6 µM]	?
Clc1ccc(C2Cn3nnc(-c4noc(C5CCC5)n4)c3CO2)cc1 (centres undefined)	7%	4%	-4%	-8	i	4%	1%
CCn1ncc(N2CCC(NC(=O)C(C)(C)C)CC2)cc1=O	1%	?	-10%	1	-6%	5%	5%

# Random excerpt: 3 entries already listed, in no set order.
molecule	HEK293 tox	GPT2 inh	Luciferase inh	IP6K1 inh	3T3 cytotox	SNCA expr inhib	SNCA viab count
COc1ccc(N2CC(C(=O)N(C)C)NC2=O)cc1 (centres undefined)	-13%[172 µM]	i	2%[172 µM]	-10	-1%[138 µM]	-12%[87.6 µM]	7%[87.6 µM]
C=CCNC(=O)N[C@H]1C[C@H]2C(=O)Nc3ccc(-c4cccs4)cc3C(=O)N2C1	?	-10%[88.5 µM]	2%[172 µM]	8	?	-9%[87.6 µM]	-18%[87.6 µM]
CCn1ncc(N2CCC(NC(=O)C(C)(C)C)CC2)cc1=O	1%	?	-10%	1	-6%	5%	5%

# More entries follow:
molecule	HEK293 tox	GPT2 inh	Luciferase inh	IP6K1 inh	3T3 cytotox	SNCA expr inhib	SNCA viab count
COc1cc(OC)c(NC(=O)C2CCN(S(=O)(=O)c3ccc4c(c3)oc(=O)n4C)CC2)cc1Cl	nt	nt	nt	13	nt	-11%	-3%
CC(C)c1cnc2c(c1SCC(=O)NCc1ccccc1)c(=O)n(C)c(=O)n2C	nt	nt	nt	4	nt	-11%	4%
CCCSc1ncc(Cl)c(C(=O)Nc2ccc(S(=O)(=O)N3CCCCC3C)cc2)n1 (centres undefined)	nt	nt	nt	-5	nt	0%	-16%
Cc1ccc(NC(=O)c2ccc(CN3CC(=O)N4CCCCC4C3=O)cc2)c(Cl)c1 (centres undefined)	nt	nt	nt	1	nt	74%[activator]	5%
COc1ccc(C(=O)N2CCC(N3CC4CC(C3)[C@H]3CCCC(=O)N3C4)CC2)c(C)c1 (some centres undefined)	5%	-8%	2%	-3	i	9%	5%
CNc1cc(C)nc(N2CCN(Cc3ccc(C)cc3)C(CCO)C2)n1 (centres undefined)	?	i	17%	-13	?	6%	-4%
O=C(Nc1ccccc1C(F)(F)F)C1CCN(c2nnc(-n3cccc3)s2)CC1	nt	nt	nt	18	nt	20%	5%
CC1(C(=O)N2CCN(c3ccccn3)CC2)CCc2cnc(NCc3ccccc3)nc21 (centres undefined)	100µM*	2%[88.5 µM]	-8%[172 µM]	2	?	?	-17%[87.6 µM]
COC(=O)N1CCC2(CC1)C(=NC1CCCC1)NC(=O)N2c1cc(F)cc(F)c1	-5%	i	3%	2	?	21%	6%
CC(=O)N1CCC(c2nn(-c3ccccc3)c(=O)[nH]2)CC1	i	i	7%[172 µM]	-8	-5%[138 µM]	11%[87.6 µM]	-4%[87.6 µM]

# Other results
molecule	HEK293 tox	GPT2 inh	Luciferase inh	IP6K1 inh	3T3 cytotox	SNCA expr inhib	SNCA viab count
Cc1c(C(=O)N(C)C)sc2c1c(=O)n(-c1ccc(F)cc1)c(=O)n2CC(=O)N(C)c1ccccc1	nt	nt	nt	-1	nt	8%	?
CSc1ccc(CCNC(=O)c2c(C)oc3ncn(C)c(=O)c23)cc1	nt	nt	nt	26	nt	-30%	-15%
COc1ccc(/C=C/C(=O)O[C@@H]2[C@@H](O)[C@@H](O)[C@H](O[C@@H]3C=C(CO)[C@H]4[C@H](O[C@@H]5O[C@H](CO)[C@@H](O)[C@H](O)[C@H]5O)OC=C[C@H]43)O[C@H]2C)cc1O	nt	i	nt	-10	nt	nt	-28%[23.9 µM]
CCc1nc2c(c(-c3ccc(Cl)cc3)n1)CCN(Cc1cccn1C)CC2	?	i	9%	3	?	-10%	-1%
CN(C)C[C@@H]1CN(c2ncccn2)C[C@H]1NC(=O)c1cnn(C)c1	-2%	i	0%	0	-11%	8%	6%
CCNC(=O)N1CCCCCCNC(=O)[C@@H]2CCC[C@@H]21	-20%	i	-1%	13	-29%	-13%	-13%
O=C(CN1CCCn2nc(CO)cc2C1)NCCc1ccccc1	4%	i	6%	6	1%	0%	5%
CC(C)CCN1CCC(N2CCN(C(=O)c3ccsc3)CC2)C1=O (centres undefined)	-14%	i	-7%	14	-13%	-7%	5%
COCc1cc(=O)n(CC(=O)Nc2ccc(OC)c(Cl)c2)c(N2CCOCC2)n1	1%	1%	-4%	17	-1%	-1%	-24%
COc1ccc(CN[C@H]2C[C@@H](Cc3cc(CCO)on3)C2(C)C)cc1	-7%[172 µM]	0%[88.5 µM]	-2%[172 µM]	11	i	-7%[87.6 µM]	-13%[87.6 µM]

# The list goes on:
molecule	HEK293 tox	GPT2 inh	Luciferase inh	IP6K1 inh	3T3 cytotox	SNCA expr inhib	SNCA viab count
O=C(c1cccc(-n2cnnc2)c1)N1CCC[C@H]1c1nc(-c2ccncc2)no1	-30%	1%	7%	-2	0%	3%	-2%
Cc1cccc(NC(=O)Cn2nc(C)c3nn(-c4ccc(Cl)cc4)c(C)c3c2=O)c1C	nt	nt	nt	27	nt	6%	-2%
CCN(c1nc(N)c(C(=O)N=C(N)N)nc1Cl)C(C)C	nt	-3%	nt	nt	nt	?	?
COc1ccc(C(=O)N2CCCC(n3cc(-c4nc(C(C)C)no4)nn3)C2)cc1 (centres undefined)	-29%	i	-5%	17	-23%	12%	-4%
CCOC(=O)c1c(-c2ccccc2)csc1NC(=O)c1nc(SCC)ncc1Cl	nt	nt	nt	4	nt	3%	?
CNC(=O)N1CCC(C2CCN(C(=O)C3(C)CCCCC3)C2)CC1 (centres undefined)	i	-20%	0%	-8	-6%	29%	1%[12.5 µM]
COc1ccccc1C(=O)N1CC[C@H]2COC(=O)N2c2ccccc2C1	-14%[172 µM]	-17%[88.5 µM]	-14%[172 µM]	3	-6%[174 µM]	-26%[87.6 µM]	-2%[87.6 µM]
Cc1ccc2nc(-c3ccc(Cl)c(NC(=O)c4cccnc4)c3)oc2c1	nt	nt	nt	-6	nt	100%[activator]	-1%
CN(C)c1cccc(-c2n[nH]c3c2CC(=O)N(CC2CC2)C3)c1	?	0%[88.5 µM]	-7%[172 µM]	-4	-19%[138 µM]	17%[87.6 µM]	-4%[87.6 µM]
CCc1nnc([C@@H]2CC(F)(F)CN2C(=O)C2CC2)o1	-10%	5%	-8%	6	2%	14%	10%

# Compounds shown so far that have two or more sulfur atoms (3):
molecule	HEK293 tox	GPT2 inh	Luciferase inh	IP6K1 inh	3T3 cytotox	SNCA expr inhib	SNCA viab count
CCOc1ccc2nc(S(N)(=O)=O)sc2c1	nt	-4%	nt	-13	nt	77%[25.6 µM]	?
CCCSc1ncc(Cl)c(C(=O)Nc2ccc(S(=O)(=O)N3CCCCC3C)cc2)n1 (centres undefined)	nt	nt	nt	-5	nt	0%	-16%
CCOC(=O)c1c(-c2ccccc2)csc1NC(=O)c1nc(SCC)ncc1Cl	nt	nt	nt	4	nt	3%	?

# Carrying on.
molecule	HEK293 tox	GPT2 inh	Luciferase inh	IP6K1 inh	3T3 cytotox	SNCA expr inhib	SNCA viab count
COc1ccc(C2Cn3nnc(C(=O)N4CCN(C(=O)CCc5ccccc5)CC4)c3CO2)cc1 (centres undefined)	?	-5%	-15%	-25*	-27%	?	-4%
O=C(NCCCc1ccccc1)C1CCCN(c2nccc(Nc3ccccc3F)n2)C1 (centres undefined)	?	-2%	nt	6	32µM*	11%	6%[12.5 µM]
CNC(=O)[C@@H]1C[C@@H](O)CN1C1CCN(C(=O)CC2CCCC2)CC1	4%	i	10%	22	0%	1%	9%
COc1ccc(CN2CCCC(C)(NC(C)=O)C2)c2ccccc12 (centres undefined)	?	i	-4%[172 µM]	14	?	4%[87.6 µM]	-8%[87.6 µM]
CCc1ccc(NC(=O)Cn2c(=O)n(CCCCC(=O)NCCc3ccccc3)c(=O)c3ccccc32)cc1	nt	nt	nt	-16	nt	-14%	3%
COc1cccc(C(=O)N2CC(Oc3cccc(-c4nc(-c5ccccc5)no4)c3)C2)c1	?	i	?	-3	?	19%	-1%
O=C(CN1C(=O)NC2(CCCCC2)C1=O)N1CCCCC1	14%	i	-3%	13	i	28%	12%
CCc1ccc(-c2nn(CC(=O)NC3CCCCC3)c3c2cnc2ccc(OC)cc23)cc1	nt	nt	nt	19	nt	63%	-12%
Cn1ncc(N2CCCC(CC(=O)N3CCCCCC3)C2)cc1=O (centres undefined)	-26%	i	0%	13	-23%	-14%	-13%
CCc1nc2ccc(C(=O)N3CCN(c4cccc(Cl)c4)CC3)cc2nc1CC	nt	nt	nt	-22	nt	47%[activator]	?

# Continued.
molecule	HEK293 tox	GPT2 inh	Luciferase inh	IP6K1 inh	3T3 cytotox	SNCA expr inhib	SNCA viab count
Cn1cc(CN(Cc2c(C(=O)N3CCCC3)nc3sccn23)C2CC2)cn1	-13%	4%	-3%	16	-3%	5%	-5%
Cc1ccc(C2Cn3nnc(C(=O)N4CCC(C(=O)NC5CCc6ccccc65)CC4)c3CO2)cc1 (centres undefined)	?	i	?	-12	?	-12%	-8%
O=c1[nH]c(-c2ccc(F)cc2)nc2c1CCN(S(=O)(=O)c1cccs1)C2	-6%	1%	-11%	21	-9%	6%	0%
O=C(NCc1ccnc2[nH]ccc12)c1ccccc1F	-17%[172 µM]	i	?	1	-17%[138 µM]	62%[activator][87.6 µM]	1%[87.6 µM]
CC(NC(=O)c1ccc(OC2CCN(S(=O)(=O)N(C)C)CC2)cc1)c1cccs1 (centres undefined)	?	i	-3%	5	?	-15%	-3%
CC(C)CN[C@H]1[C@H](O)[C@H](O)C[C@@H]1c1ccncc1	-9%[230 µM]	3%[88.5 µM]	-8%[230 µM]	-12	2%[174 µM]	15%[87.6 µM]	6%[87.6 µM]

# Screening data from PubChem BioAssay.
